Compound activity deposited in PubChem BioAssay by National Center for Advancing Translational Sciences (NCATS).
Vif-APOBEC3G blk – Vif-A3G binding inhibition; Q9HC16; HeLa A3G-eYFP + Vif (tagged APOBEC3G with the HIV-1 protein that degrades it), YFP fluorescence, overnight; Potency, µM (series often up to 46.1 µM), inactives show at the highest dose activity, negative = active, usual class: inhibitors; 410,000 tested, 0.076% active; AID 602310;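 also: % is scaled to controls: 0 for no effect and ±100 for the full control effect; nearly all actives have a fitted effect of over 60% in size; hits raise eYFP signal because A3G escapes Vif-driven loss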
Target sequence (Q9HC16 whole entry, looked up): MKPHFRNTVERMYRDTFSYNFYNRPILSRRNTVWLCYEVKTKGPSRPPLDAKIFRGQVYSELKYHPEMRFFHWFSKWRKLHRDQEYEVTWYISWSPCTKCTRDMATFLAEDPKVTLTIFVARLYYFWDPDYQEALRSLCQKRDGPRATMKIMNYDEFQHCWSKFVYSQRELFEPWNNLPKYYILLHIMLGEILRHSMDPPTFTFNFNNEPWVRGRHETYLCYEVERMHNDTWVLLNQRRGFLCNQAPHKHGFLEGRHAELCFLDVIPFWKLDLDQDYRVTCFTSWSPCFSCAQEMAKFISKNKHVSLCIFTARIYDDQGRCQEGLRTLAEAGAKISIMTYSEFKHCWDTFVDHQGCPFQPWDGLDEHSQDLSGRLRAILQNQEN
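Read-out is eYFP fluorescence (Ex 488/Em 500-530) from Vif-expressing HeLa A3G-eYFP cells; more signal means A3G escaped Vif-mediated degradation. Cells plated overnight, compound pinned in, incubated overnight at 37 deg C.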
RXFP1 agonist – agonists of human relaxin receptor RXFP1 | Q9HBX9 | HEK293T-RXFP1 cAMP TR-FRET, 30 min; response scale: percent of porcine relaxin response, buffer zero | Potency, µM (top dose mostly 57.5 µM), for inactives: at the highest dose activation, hits mostly activators | 370,000 tested, 0.3% active | AID 2676; also: % is scaled to controls: 0 for no effect and ±100 for the full control effect; nearly all actives have a fitted effect of over 60% in size; many of its hits are not listed in these tables
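HEK293 cells stably expressing RXFP1, treated 30 min at 37C with compounds plus PDE4 inhibitor Ro 20174; cAMP measured by HTRF TR-FRET. Normalized to buffer and 29 nM porcine relaxin; EC50 by Hill fit.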
IDH1 R132H inh – blocks human mutant IDH1 R132H enzyme. Potency, µM (titrated, usually from 76.6 µM), for the others: at the highest dose activity change, negative = inhibition, most hits filed as inhibitors. 390,000 tested, 0.093% active. AID 602179. IDH1-R132H enzyme, NADPH consumption, diaphorase/resazurin fluorescence. O75874; also: % is scaled to controls: 0 for no effect and ±100 for the full control effect; nearly all actives have a fitted effect of over 65% in size
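IDH1-R132H (0.5 ug/mL) preincubated 30 min with compound, then NADPH (0.016 mM) and alpha-KG (2 mM) added; 80 min at RT, pH 7.5. Remaining NADPH coupled via diaphorase/resazurin to fluorescence (540/590 nm); concentration-response curves normalized to no-enzyme control.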
TrxR1 substrate – substrates of rat thioredoxin reductase 1 | O89049 | purified TrxR1 substrate turnover, NADPH consumption readout | Potency, µM (highest dose often 114 µM), for inactives: at the highest dose activity change, negative = substrate turnover | 390,000 tested, 0.01% active; also: % is scaled to controls: 0 for no effect and ±100 for the full control effect; nearly all actives have a fitted effect of over 50% in size
Target sequence (O89049 whole entry, looked up): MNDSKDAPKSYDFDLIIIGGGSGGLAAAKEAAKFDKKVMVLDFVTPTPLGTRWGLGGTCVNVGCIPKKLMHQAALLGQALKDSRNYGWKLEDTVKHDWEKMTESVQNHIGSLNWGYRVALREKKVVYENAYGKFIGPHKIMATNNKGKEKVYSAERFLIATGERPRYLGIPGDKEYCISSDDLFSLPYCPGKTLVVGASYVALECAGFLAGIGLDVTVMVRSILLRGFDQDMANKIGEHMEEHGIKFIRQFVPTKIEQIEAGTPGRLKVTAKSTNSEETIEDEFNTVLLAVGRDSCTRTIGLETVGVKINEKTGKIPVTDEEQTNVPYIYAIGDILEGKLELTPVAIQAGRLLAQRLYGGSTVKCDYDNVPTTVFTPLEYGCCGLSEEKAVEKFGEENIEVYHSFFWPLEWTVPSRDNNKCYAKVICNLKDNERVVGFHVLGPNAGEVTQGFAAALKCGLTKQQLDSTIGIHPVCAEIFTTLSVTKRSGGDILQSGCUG
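Rat TrxR1, dispensed at 90 nM, was prereduced with 400 uM NADPH (final) for 5 min at ~22 deg C, then incubated with compound 15 min before 400 uM selenite. A first-read NADPH fluorescence drop versus no-compound background flagged substrates.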
RGS4 inh – blocks human RGS4-accelerated GTP hydrolysis. 390,000 tested, 0.039% active. AID 504845. Potency, µM (series often up to 114 µM), for the others: at the highest dose activity change, negative = inhibition, hits mostly inhibitors. Transcreener GDP fluorescence polarization, RGS4-accelerated GTP hydrolysis; also: % is scaled to controls: 0 for no effect and ±100 for the full control effect; nearly all actives have a fitted effect of over 75% in size; some results filed as inactive show a strong effect at the top dose
Target sequence (P49798 whole entry, looked up): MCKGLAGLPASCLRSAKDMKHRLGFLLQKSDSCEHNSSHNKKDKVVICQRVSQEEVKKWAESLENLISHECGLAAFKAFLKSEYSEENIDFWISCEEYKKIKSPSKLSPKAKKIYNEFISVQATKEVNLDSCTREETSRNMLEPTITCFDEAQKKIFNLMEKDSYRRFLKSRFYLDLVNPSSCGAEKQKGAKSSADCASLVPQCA
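MLSMR compounds (23 nl, pin-transferred) preincubated 10 min at room temperature with a 500nM (2x) first reagent, then RGS4 at 900nM (2x) plus Transcreener GDP mix added; fluorescence polarization (620/688 nm) read before and after 90 min at 30 °C.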
Vif-A3F inh – inhibitors of Vif-A3F interaction. AID 602313. 390,000 tested, 0.2% active. HeLa A3F-eYFP + Vif (tagged APOBEC3F with the HIV-1 protein that degrades it), YFP fluorescence increase. Potency, µM (series often up to 46.1 µM), without a hit: top-dose activity, negative = active; also: % of control where 0% means no effect; nearly all actives have a fitted effect of over 65% in size
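HeLa cells stably expressing Vif plus C-terminally eYFP-tagged A3F were seeded, incubated overnight at 37 deg C, dosed with compound, incubated overnight again at 37 deg C. Yellow fluorescence (Ex 488/Em 500-530) reported blocked Vif-mediated A3F-eYFP degradation.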
12-LOX inh – blocks human arachidonate 12S-lipoxygenase; P18054; purified 12hLO, xylenol orange hydroperoxide absorbance; Potency, µM (top dose mostly 108 µM), for inactives: at the top dose activity change, negative = inhibition, most hits filed as inhibitors; 580,000 tested, 1.1% active; AID 1671190; also: % is scaled to controls: 0 for no effect and ±100 for the full control effect
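Purified human 12hLO (150 nM final) in 25 mM Hepes, 0.01% Triton X-100, pH 7.0 was preincubated 15 min at room temperature with compound. Then 40 uM arachidonic acid was added, 30 min. Hydroperoxide was read by Fe-XO absorbance ratio 573/405 nm.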
USP1 inh – USP1/UAF1 (human) deubiquitinase inhibition | recombinant USP1/UAF1, Ub-Rhodamine cleavage fluorescence | O94782 | Potency, µM (doses to about 57.1 µM), without a hit: top-dose activity change, negative = inhibition, actives largely listed as inhibitors | 390,000 tested, 0.23% active; also: % is scaled to controls: 0 for no effect and ±100 for the full control effect; nearly all actives have a fitted effect of over 60% in size; inactives centre near -12
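High-throughput fluorogenic screen: 1nM USP1/UAF1 complex, Ub-Rho substrate 150nM final, 50mM HEPES pH 7.8 with 0.5mM EDTA, 0.1 mg/ml BSA, 1mM TCEP and 0.01% Tween-20.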
rTrxR1 inhibitor – rat TrxR1 inhibition; O89049; recombinant rTrxR1, NADPH fluorescence consumption, selenite substrate; Potency, µM (doses to about 114 µM), for the others: at the highest dose activity change, negative = inhibition, most hits filed as inhibitors; 390,000 tested, 1% active; also: % is scaled to controls: 0 for no effect and ±100 for the full control effect; nearly all actives have a fitted effect of over 65% in size
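Rat TrxR1 (90 nM in the dispensed reagent) was pre-reduced with 400 uM NADPH for 5 min at room temperature, then incubated with compound for 15 min. After 400 uM selenite was added, NADPH fluorescence (Ex 340/Em 450 nm) was followed for 8 min.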
The depositor's hits bear a star; ? = inconclusive; . = not tested or not shown; & = joins results of further samples; [ ] = remark or other dose. Calls follow the shape of the dose curve; as a rule, active = well fitted curve in the direction sought with a large enough effect; inconclusive = small, poorly fitted or top-dose-only effect, or another doubt; inactive = no such curve, though single readings can be large; an effect the other way counts as inactive or inconclusive. Potency is read from the fitted curve at half-maximal effect. A portion of the library, so the mix of outcomes need not match the whole.

SMILES	Vif-APOBEC3G blk	RXFP1 agonist	IDH1 R132H inh	TrxR1 substrate	RGS4 inh	Vif-A3F inh	12-LOX inh	USP1 inh	rTrxR1 inhibitor
CC12CCC(C(=O)Nc3cc(Cl)ccc3Cl)(C(Br)C1=O)C2(C)C (configuration not stated)	-16%	3.1%	3%	-16%	2%	-8%	-25%	0%	-20%
Cc1cc(C)c(OCCCn2ccnc2)c(C)c1	4%	0.6%	4%	4%	-11%	0%	4%	-18%	0%
CCOC(=O)CNC(=O)/C=C/c1ccc2c(c1)OCO2	-1%	2.5%	12%	17%[57.1 µM]	15%	4%	-11%	-19%	11%[57.1 µM]
Cc1ccc(C)c(NC(=O)c2ccccc2Sc2ccc([N+](=O)[O-])cc2Cl)c1	-3%	0.0%	11%	-4%[57.1 µM]	-16%	6%	-29%	-19%	13%[57.1 µM]
CCN(Cc1nc2ccccc2c(=O)[nH]1)C(=O)c1cccc(S(=O)(=O)N2CCc3ccccc32)c1	12%	0.0%	-3%	-2%	9%	-5%	13%	-8%	20%
COC(=O)c1cn(NC(=O)c2cc(OC)c(OC)c(OC)c2)c(=O)c2ccccc12	0%	5.0%	15%	5%	27%	-11%	-3%	0%	7%
O=C(CSc1nc2ccccc2o1)Nc1nc(-c2ccccc2)cs1	1%	3.2%	3%	-6%	-24%	3%	-22%&-4%	-24%	3%
Cc1ccc(S(=O)(=O)/N=C2/NC(=O)/C(=C/c3ccc(Br)o3)S2)cc1	-5%	0.3%	-1%	-8%	-28%	4%	1µM*	0%	28µM*
O=c1n(-c2ccccc2)c(=O)n2n1CC(O)C2	-1%	2.3%	3%	-6%[57.1 µM]	-22%	-11%	13%	-7%	19%[57.1 µM]
CCc1ccccc1NC(=S)N(CCCN1CCOCC1)Cc1cccs1	2%	1.2%	5%	8%[57.1 µM]	7%	-6%	2%	-23%	-4%[57.1 µM]
O=C(COC(=O)c1ccccc1C(=O)N1CCN(c2ccccc2)CC1)NCc1ccccc1	1%	2.3%	-6%	5%[57.1 µM]	-1%	6%	11%	-12%	9%[57.1 µM]
Cc1ccc(N(C)C(=O)C2CCN(S(=O)(=O)c3cn(C)cn3)CC2)cc1	9%	-5.8%	-4%	5%[57.1 µM]	20%	1%	-15%	-19%	16%[57.1 µM]
COc1c(/C=N/Nc2ccc(C(=O)O)cc2)c(CCN(C)C(C)=O)cc2c1OCO2	3%	-5.8%	-1%	-5%	1%	1%	1%	-27%	5%
CCOc1ccc(S(=O)(=O)Nc2ccc(C(=O)NNC(=O)c3ccncc3)cc2)cc1	1%	1.9%	-3%	-8%	18%	-22%	18%	-19%	-5%
Cc1ccc(C)c(N2CCN(C(=O)Cn3ncc4ccsc4c3=O)CC2)c1	0%	-0.5%	1%	6%	17%	4%	-17%	-12%	16%
Fc1ccccc1NC(=S)Nc1ccc(CN2CCOCC2)cc1	1%	0.0%	1%	-1%	12%	1%	-15%	3%	-1%
O=C(O)c1cccc(Cn2c(Cl)c(/C=N/NC(=O)c3ccccc3Cl)sc2=O)c1	-1%	0.0%	1%	-8%	-13%	3%	490%[activator]	-20%	-18%
O=C(Cn1nc(CNc2ccc(Cl)cc2)[n+]2c1CCCCC2)c1ccc(Br)cc1	-10%	-2.4%	3%	-2%	5%	4%	?	0%	2%
CCNC(=O)NC(=O)C(C)Sc1nnc(COc2ccccc2Cl)o1 (configuration not stated)	-6%	0.2%	7%	-10%	-23%	-1%	448%[activator]	-25%	-6%
COc1ccc(C(=O)N2CCN(C(=O)COc3ccc(C)cc3)CC2)cc1OC	-5%	0.1%	-8%	-2%	-11%	-3%	0%	-17%	6%
COc1cc[n+]([O-])cc1[N+](=O)[O-]	1%	.	-4%	-8%	11%	3%	19%	-1%	6%
CCOc1ccccc1NC(=O)CCS(=O)(=O)c1ccc(OC)cc1	0%&3%	-0.1%&-5.8%	-8%&17%	2%&-1%	-12%&-32%	1%&0%	-5%&-2%	-13%&-3%	19%&6%
COc1ccc(NC(=O)c2c(NCc3sccc3C)sc3c2CCCC3)c(OC)c1	1%	0.9%	-6%	-4%[57.1 µM]	-47%	-2%	?	-14%	18%[57.1 µM]
CCCCn1nnnc1SCC(=O)Nc1sc2c(c1C#N)CCCC2	1%	1.4%	3%	-13%	-38%	1%	?	-12%	-30%
C/C(=N/NC(=O)c1ccc(C)s1)c1cccc(NC(=O)c2ccoc2C)c1	1%	-0.1%	7%	-5%	-14%	0%	-15%	-11%	11%
CCCCn1c(=O)c(C(=O)c2ccccc2)nc2ccccc21	-1%	-1.7%	1%	-5%	25%	1%	-3%	-19%	-8%
Cc1ccc(Oc2cc([N+](=O)[O-])cc3c2C(=O)Nc2ccccc2O3)cc1	-6%	0.0%	1%	1%[57.1 µM]	-12%	?	-19%	0%	-8%[57.1 µM]
Cn1cc(C(=O)N2CCCCC2)c(=O)c2cc(S(=O)(=O)N3CCCC3)ccc21	1%	2.6%	-8%	-3%	8%	5%	3%	-29%	3%
Cc1ccc(S(=O)(=O)N2CCOCC2)cc1NC(=O)COC(=O)c1cnc(Cl)c(Cl)c1	0%	1.1%	3%	2%	-5%	-3%	-1%	-4%	?
COc1ccccc1OCCNc1cc(N2CCCCC2)ccc1[N+](=O)[O-]	1%	0.2%	-3%	-10%	7%	8%	4%	-3%	-16%
O=C(Cc1ccsc1)Nc1ccccc1F	7%	0.8%	-5%	7%	?	3%	-2%	-18%	17%
Cc1ccc(/C=C(\NC(=O)c2ccccc2)C(=O)NCC2CCCO2)o1 (configuration not stated)	1%	0.3%	-7%	-14%	15%	-3%	8%	-1%	-26%
NS(=O)(=O)c1ccc(CNC(=O)c2csc3c2CCCC3)cc1	-4%	2.2%	7%	0%[57.1 µM]	-16%	3%	-3%	-22%	10%[57.1 µM]
Cc1n[nH]c(=O)c2c(NC(=O)CSc3nnc(C4CC4)n3C)oc(C)c12	2%	1.8%	-4%	8%[57.1 µM]	-9%	-15%	?	-21%	-3%[57.1 µM]
CN(c1ccccc1)S(=O)(=O)c1ccc(NC(=O)c2ccc(-c3ccccc3)cc2)cc1	0%	1.0%	7%	9%	-21%	1%	13%	-14%	13%
NC1=NC[C@H](Cc2ccc(O)cc2)N1CCc1cc(C(F)(F)F)cc(C(F)(F)F)c1	2%	7.3%	-7%	7%	17%	-1%	-26%	-31%	27%
COc1cc([N+](=O)[O-])ccc1NC(=O)NN1CCN(C)CC1	0%	-4.2%	16%	-13%	19%	-6%	-1%	-6%	-12%
Cc1ccc(NC(=O)c2cc(-c3ccccc3)nn2-c2ccccc2)cc1	0%	0.1%	8%	1%	-17%	2%	-8%	-18%	7%
CCOc1ccccc1NC(=O)CN1C(=O)COc2ccc(S(=O)(=O)NC3CCCC3)cc21	1%	-1.6%	-1%	-6%	36%	1%	?	-13%[11.4 µM]	11%
CCOc1ccc(-c2nc(CS(=O)(=O)CC(=O)NCc3ccc(F)cc3)c(C)o2)cc1	-1%	2.4%	-3%	13%[57.1 µM]	26%	-13%	-18%	-14%	23%[57.1 µM]
CCCc1n[nH]c(=S)n1Cc1ccco1	1%	4.1%	-7%	-9%	3%	-12%	-8%	2%	-23%
COC(=O)Cn1ncc(N(C)Cc2ccccc2)c(Cl)c1=O	1%	0.2%	15%	1%	14%	0%	-2%	-11%	6%
CCNC(=S)NNC(=O)c1csc2ccccc12	0%	-2.1%	4%	11%	-36%	-1%	16%	-11%	16%
Cc1ccc2oc(-c3ccc(NC(=O)c4ccc5c(c4)OCO5)cc3)nc2c1	-3%	7.6%	14%	73%[activator]	0%	-23%	?	-2%	23%
COc1ccc(-n2c(CNC(=O)c3cc(OC)c(OC)c(OC)c3)n[nH]c2=S)cc1	4%	0.7%	4%	1%	-22%	-7%	-16%	5%	-15%
COc1ccc(-c2noc(CSc3nnc(Cc4ccccc4)n3-c3ccccc3)n2)cc1OC	3%	-0.3%	14%	-4%	32%	3%	-11%	-7%	17%
Cc1ccc2cccc(OCCCOc3ccccc3CO)c2n1	-8%	-0.4%	-8%	-3%	-5%	-5%	8%	-3%	1%
Nc1cccc(S(=O)(=O)Nc2ccccc2)c1	-3%	3.1%	9%	0%	-5%	-5%	11%	-8%	7%[57.1 µM]
CNS(=O)(=O)c1ccc(NC(=O)c2cncc(Br)c2)cc1	-1%	2.9%	-8%	2%	13%	12%	-54%	-5%	19%
C=CCNc1nc(C)c(CNc2c(C)cc(C)cc2C)nc1C#N	1%	-2.2%	0%	12%	-9%	0%	1%	-21%	?
COc1ccc(/C(C)=N/NC(=O)CNC(=O)c2cccs2)cc1OC	2%	-1.2%	4%	-3%	-42%	?	4%	-20%	18%
Cn1ccc2c(OCC(=O)Nc3ccc(OC(F)(F)F)cc3)cccc2c1=O	9%	1.3%	0%	1%[57.1 µM]	-24%	-1%	1%	-21%	5%[57.1 µM]
